Bioassay records (PubChem)
CSN inh = inhibitors of human CSN-mediated cullin deneddylation; Q92905; Purified CSN, SCF-Nedd8-OG deneddylation, fluorescence polarization; inhibition, % at 12.5 µM; 360,000 tested, 0.38% active;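 active = pattern-corrected inhibition above about 35%, with an unprinted fluorescence ratio check between 0.5 and 1.5, limit read from the data, passing the limit was not always enough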;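 also: 0% = enzyme with substrate and 100% = substrate without enzyme; some results filed as inactive read as strong as hits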
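Material: purified human Csn5 enzyme expressed in HEK293T cells / Medium: Tris buffer pH 7.5, NaCl, DTT, Tween-20, trehalose, ovalbumin / Compound dosing: 12.5 µM single point / Schedule: 90 min incubation of compound, enzyme and substrate at room temperature / Signal: fluorescence polarization of the substrate / Control set: no-enzyme wells high, enzyme-with-substrate wells low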
MT1-MMP act inh = inhibitors of human MT1-MMP activation. P50281. HT1080 RFP-PRO-GFP cells, GFP/RFP ratio fluorescence, overnight; percent of plate control window, DMSO zero. GFP/RFP ratio change, % at 20 µM. 360,000 tested, 0.061% active;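 active = GFP/RFP ratio change of at least 30% with cell ATP level not reduced by more than half and red fluorescence within 50% of control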; also: strong numbers were not always called active
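Test system: HT1080 RFP-PRO-GFP cells; Benchmarks: DMSO and RFP-L50D-GFP cell wells; Timing: cells overnight before dosing, compound overnight, 37 °C, 5% CO2; Compound: one 20 µM compound dose with 1% DMSO; Read-out: GFP/RFP fluorescence ratio.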
NadD block = inhibitors of Staphylococcus aureus NadD | purified NadD enzyme, colorimetric absorbance read-out | inhibition, % at 20 µM | 360,000 tested, 0.78% active | AID 602399; in the data active = inhibition above about 26%; also: some compounds past the cut are filed as inactive
PABP1 MLLE inh = inhibitors of microRNA-mediated deadenylation, human PABP1 MLLE binding | 360,000 tested, 0.36% active | GST-MLLE / FITC-PAM2 fluorescence polarization | AID 588489 | inhibition, % at 20 µM; in the data active = inhibition above about 35%, passing the limit was not always enough;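 also: plate controls were DMSO wells with GST-MLLE for no effect and wells lacking GST-MLLE protein for full effect; some results filed as inactive read as strong as hits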
Rpn11 inh = inhibitors of human proteasome Rpn11. O00487. 360,000 tested, 0.59% active. human 26S proteasome, Ub4-pepOG fluorescence polarization; 20S core pre-blocked with epoxomicin. calls only at 20 µM;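 active = inhibition at 20 µM, scaled to each plate's controls, above about 33%, limit read from the data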
Neddyl block = cullin neddylation inhibition; TR-FRET cullin neddylation, biochemical; calls only at 25 µM; 360,000 tested, 0.58% active; AID 651699; in the data active = inhibition above about 36%
SKN-1 block = C. elegans SKN-1 inhibition. C. elegans VP596 Pgst-4::GFP/RFP ratio, acrylamide-induced, 24 h. inhibition, % at 21.8 µM. 360,000 tested, 0.49% active. AID 624304;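 active = interference check ratio from 0.5 to 1.5 plus GFP to RFP signal ratio inhibition reaching or exceeding a fixed threshold, cut at about 30% in these data, passing the limit was not always enough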; also: some compounds called inactive have numbers as strong as hits
FAS-TE inh = inhibitors of human fatty acid synthase thioesterase domain; recombinant FAS-TE, OMFH fluorogenic substrate, fluorescence endpoint; inhibition, % at 15 µM; 360,000 tested, 0.67% active; AID 602261;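 active = compounds whose normalised, plate-corrected inhibition of enzyme fluorescence in the single-dose primary screen is 50% or more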;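 also: 0% = DMSO with enzyme and 100% = substrate without enzyme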
Rin1-Abl PPI inh = blocks binding of human Rin1 to Abl. P00519+Q13671. TR-FRET Rin1/Abl binding, biochemical. inhibition, % at 7.35 µM. 360,000 tested, 0.4% active; in the data active = inhibition above about 5%, passing the limit was not always enough
The depositor's hits bear a star; i = inactive; x = not tested or not shown. Compounds as they come, and some 3.9% of all compounds hit somewhere here.

canonical_smiles	SKN-1 block	CSN inh	MT1-MMP act inh	FAS-TE inh	Neddyl block	NadD block	PABP1 MLLE inh	Rin1-Abl PPI inh	Rpn11 inh
O=C(CSc1ccc(F)cc1)Nc1ccc(N2CCOCC2)cc1	3	4	8	-6	i	-4	1	2	i
Cc1sc2nc(CC(=O)N3CCCC3)[nH]c(=O)c2c1C	5	0	1	-4	i	2	34	1	i
COc1ccc(CN2C(=O)CC(C(=O)NCCc3ccc(S(N)(=O)=O)cc3)SC2=Nc2ccccc2)cc1 (stereo not given)	3	-7	-14	9	i	-2	-7	1	i
O=c1c2c(nc3cc(-c4cccc(Cl)c4)[nH]n13)CCC2	2	9	-6	-3	x	1	-1	-2	i
CCOc1ccc(NC(=O)[C@H](C)NC(=O)C2CC(=O)N(c3ccc(OC)cc3)C2)cc1 (stereo not given in full)	-13	4	0	-13	i	1	2	1	i
CC(=O)NS(=O)(=O)c1ccc(N=NN2CCCCC2)cc1	0	5	11	-12	i	-2	-2	4	i
COc1cccc(C(=O)N2N=C(c3ccccn3)CC2(O)C(F)(F)F)c1 (stereo not given)	5	-5	4	-1	i	2	10	-1	i
CCC(C)NS(=O)(=O)c1ccc(S(=O)(=O)N(CC(=O)Nc2ccccc2)Cc2ccco2)cc1 (stereo not given)	-3	4	4	15	i	-7	-7	4.8*	i
Cc1cccc(N2C(=O)CN(Cc3sccc3C)C2=S)c1	-5	1	4	4	i	-1	-3	-1	i
Cc1nc2ccc(NC(=O)N3CCCCC3)cc2nc1C	12	1	2	-6	x	-3	8	-4	i
CCc1cccc(OCC(=O)N(C)CC(=O)Nc2cccc(F)c2)c1	8	-5	-2	4	i	-5	-14	2	i
CC(C)C(=O)N1CCCC1(C)C(=O)Nc1cccc(Oc2ccccc2)c1 (stereo not given)	-2	-2	5	0	i	0	-4	2	i
O=C(CCc1ccc(O)c(O)c1)NNC(=S)NCCc1ccccc1	4	-12	5	-11	i	-6	-48	-1	i
COc1cccc(NC(=S)N(CCC(C)C)C2CCN(C(C)=O)CC2)c1	-15	3	2	-4	i	-4	-17	3	i
CC(C)Cc1ccc(C(C)C(=O)OCC(=O)c2c[nH]c3ccccc23)cc1 (stereo not given)	-3	1	3	4	i	3	2	1	i
Clc1ccc(-n2ncc3c(NCC4CCCO4)ncnc32)cc1 (stereo not given)	3	-6	1	-4	i	0	-10	1	i
CC(=O)N1CCc2cc(S(=O)(=O)NC(CC(C)C)C(=O)N3CCCC3)ccc21 (stereo not given)	-3	6	0	-5	i	-14	-2	-1	i
COc1ccccc1N1CCN(C(=O)CSc2nc(C)c(C)c(=O)[nH]2)CC1	-2	-3	2	-2	i	-4	9	3	i
Cc1ccccc1Oc1ccc2c(c1)[C@@H]1C[C@H]3[C@@H](C(=O)N1CC2)[C@H](C)ON3C	5	5	-4	-6	i	8	-31	2	i
Cc1cccc(Nc2ccncc2S(=O)(=O)NC(=O)NC(C)C)c1	11	-3	3	-9	i	-5	-2	-4	i
COc1ccc(S(=O)(=O)NCc2cn3c(C)csc3n2)cc1F	15	2	-9	-5	i	-3	-11	-3	i
CCOc1cc(/C=N\NC(=O)c2ccc(C)nc2)ccc1OC(=O)c1ccc(F)cc1	13	6	3	-2	i	-9	2	1	i
CCOC(=O)c1[nH]cnc1C(=O)N1CCC(C)CC1	-4	-1	0	-9	i	2	3	0	i
O=C(CN1CCN(C(=O)c2ccc(-c3nc4ccccc4s3)o2)CC1)Nc1ccccc1Cl	-5	-1	2	3	i	3	-8	3	i
Cc1ccc(/C=N/Nc2ccccn2)s1	-8	2	3	2	i	-4	4	0	i
Cc1cc(=O)oc2cc(OCC(=O)OCC(=O)Nc3ccc(C(N)=O)cc3)ccc12	-3	-4	3	-4	i	-3	-9	4	i
CCc1ccc(-n2c(Cn3nc(C(F)(F)F)cc3C)n[nH]c2=S)cc1	-8	-3	-2	-6	i	-7	-9	0	i
COc1cccc(NC(=O)CCC(=O)NCc2ccco2)c1	2	70*	1	-7	i	-8	-7	1	i
CCOC(=O)c1nn(-c2ccc(Br)cc2)cc1C(=O)c1cccc2ccccc12	5	0	10	31	i	-2	-4	-5	i
C/C(=N\O)c1ccc(N2C(=O)C3CC=C(Cl)CC3C2=O)cc1 (stereo not given)	-23	0	10	-9	i	0	-15	-1	i
CCCC(=O)Oc1ccccc1C1SCc2cc(C)c(C)cc2CS1	4	1	-2	11	i	-8	13	3	i
CCOc1ccccc1/C=C(\C(=O)O)c1ccc(S(=O)(=O)N2CCCCC2)s1	9	2	2	-4	i	1	3	-1	i
Cc1ccc(NC(=O)COC(=O)Cc2ccsc2)cc1S(=O)(=O)N1CCOCC1	0	-12	-3	-8	i	-5	14	-2	i
CC(NC(=O)c1cc2cc(F)ccc2[nH]1)c1ccccc1 (stereo not given)	-6	1	-1	4	i	-5	7	2	i
COc1ccc(OC)c(Nc2nc(-c3sc(C)nc3C)cs2)c1	3	2	4	15	i	-8	13	0	i
CCCOC(=O)NC1C(NC(=O)OCCC)N(C)C(=O)N1C (stereo not given)	-1	0	4	-4	i	-2	2	1	i
COc1ccccc1N1CCN(CC(=O)c2c(C)[nH]c3ccccc23)CC1	2	2	-5	-6	i	0	-5	2	i
O=S(=O)(CCN1CCN(c2ccccc2O)CC1)c1cc(Cl)ccc1Cl	-4	-1	0	10	i	-5	0	-2	i
O=C1NC[C@H](CCCCN2C[C@H](Cc3ccccc3)N(Cc3ccccc3)C(=O)C2=O)N(CC2CCCCC2)C1=O	6	-2	1	0	i	20	x	x	x
O=C1CC(N2CCOCC2)C(=O)N1CCc1ccccc1 (stereo not given)	0	-1	3	-4	i	-2	14	-2	i
CCOc1cc(/C=C2/COc3ccccc3C2=O)ccc1OCC(=O)N(C)C	0	4	-3	-7	i	-8	-8	-2	i
CCOC(=O)C1=C(C)Nc2ncnn2C1c1cccs1 (stereo not given)	-5	1	-4	-6	i	-1	-11	5	i
COn1c(C)c(C(C)=O)c2c3nonc3ccc21	-7	4	-13	-6	i	-1	-12	-4	i
CCC(C)(C)C(=O)Nc1cccc(Cl)c1C	2	3	-1	-7	i	-1	9	2	i
COC(=O)c1ccc(/C=N/n2c(C)nc3ccccc3c2=O)cc1	7	4	4	-5	i	-10	3	-1	i
O=C(COC(=O)CCCNC(=O)c1ccc(Cl)cc1)Nc1cc(Cl)c(Cl)cc1Cl	2	-7	0	-6	i	-3	0	0	i
O=C(COC(=O)c1ccc(O)cc1)NC1CCCCCC1	-4	4	-4	-1	i	0	-15	3	i
O=C(N/C(=C/c1cccnc1)C(=O)N1CCCCCC1)c1ccccc1	11	1	-1	-1	i	-3	-7	1	i
COc1ccc(C(=O)Nc2nc3ccccc3[nH]2)cc1S(=O)(=O)N1CCOCC1	6	1	3	-3	i	6	-11	-1	i
CC(=O)c1cccc(NC(=O)CN(C)S(=O)(=O)c2ccc3c(c2)CCC(=O)N3)c1	1	3	2	-1	i	2	6	3	i

Other results
canonical_smiles	SKN-1 block	CSN inh	MT1-MMP act inh	FAS-TE inh	Neddyl block	NadD block	PABP1 MLLE inh	Rin1-Abl PPI inh	Rpn11 inh
COC(=O)C1=C(C)NC(C)=C(C(=O)OC)C1/C=C/c1ccccc1	14	3	13	12	x	-9	2	2	i
COc1cccc(/C=C/c2ccncc2)c1OC	-32	-1	-4	-6	i	-7	5	0	i
N#CC1(NC(=O)CN2CCN(S(=O)(=O)c3ccccc3F)CC2)CCCC1	6	3	-7	-1	i	3	1	-2	i
Cc1ccc(C)c(N(CC(=O)NC2CCCC2)C(=O)CCC(=O)Nc2nccs2)c1	10	2	-1	-2	i	0	-11	-2	i
CC1CC(C)CN(S(=O)(=O)c2ccc(C(=O)N3CCCC3)cc2)C1 (stereo not given)	-5	1	0	1	i	-2	3	2	i
Cc1ccccc1CS(=O)(=O)Cc1ccc(C(=O)NCCc2ccccc2)o1	25	0	-7	1	i	3	0	1	i
Cc1onc(-c2ccccc2)c1C(=O)Nc1sc2c(c1C(N)=O)CCC2	6	5	-8	6	i	16	0	0	i
O=C(Nc1ccccc1)C1CCCN(S(=O)(=O)c2ccc(-n3cnnn3)cc2)C1 (stereo not given)	-6	1	-1	-8	i	-3	12	-2	i
COC(=O)[C@]12CCCCC=C1N(CCC1=CCCCC1)C(=O)[C@H](CC(=O)NCCc1ccccc1OC)C2	32	-1	-10	13	i	0	x	x	x
O=C(Nc1cc(Cl)ncn1)c1ccccc1	-14	4	3	-1	i	2	1	-1	i
CC(C)c1cc(C(=O)N2CCCC(Nc3ccc(F)cc3)C2)nc(N)n1 (stereo not given)	-4	-1	4	-2	i	-5	-8	3	i
COc1ccc(CC(=O)OCC(=O)c2c(N)n(C)c(=O)n(C)c2=O)cc1OC	-10	4	-1	-7	i	3	-11	1	i
Cc1nc(-c2ccccc2)sc1C(=O)CSc1ccc(Cl)cc1	8	-2	5	19	i	14	14	2	i
COc1ccc(NC(=O)CSc2nc3c(cc2C#N)CN(C)CC3)cc1	13	5	5	12	i	30*	12	0	i
Cc1noc(C)c1S(=O)(=O)N1CCN(c2ccc([N+](=O)[O-])cc2)CC1	5	0	0	10	i	-8	4	1	i
O=[N+]([O-])c1ccccc1C=NNc1ccccc1	15	-2	3	24	i	-1	3	0	i
Cc1cccc(CCNC(=O)CN(C)S(=O)(=O)c2ccc3c(c2)c(=O)n(C)c(=O)n3C)c1	7	-2	-3	-5	i	-2	-9	-2	i
O=C(CSCc1ccc(F)cc1)NC1CCCC1	-3	-1	2	-7	i	-4	-7	-3	i
Cc1nc2ccccc2c(=O)n1/N=C/c1ccco1	9	0	1	-4	i	-6	-2	2	i
COc1ccc(NC(=O)CN(C)CC(=O)Nc2ccccc2SC)cc1	1	-10	1	-7	i	0	14	2	i
COc1ccc(-c2ccc(C(=O)NCCN(C)C)c3occc23)c(C)c1	17	3	5	-2	x	-13	-4	-3	i
CCCCC[C@H]1CCCCC[C@@H](O)C[C@H](O)[C@H](O)/C=C/C(=O)O1	-6	-5	3	-8	i	3	x	x	x
COc1ccc(OC)c(NC(=O)CNC(=O)Cn2ccc3ccccc3c2=O)c1	0	8	-1	-6	i	0	7	-3	i
NS(=O)(=O)c1ccc(NC(=O)COC(=O)Cc2c[nH]c3ccccc23)cc1	-9	-3	3	-5	i	-3	-2	-1	i
COC(=O)C(OC(=O)c1ccccc1)C(C)Br (stereo not given)	0	0	-1	-6	i	-6	3	-3	i
O=C(NCC(=O)N1CCN(C(=O)c2ccccc2)CC1)c1ccc(Cl)cc1Cl	6	-4	3	-8	i	-1	-1	-1	i
COc1ccc(/C(N)=N/OC(=O)Cc2ccc(OC)c(OC)c2)cc1	14	7	1	5	i	-4	15	4	i

Some of these compounds in order of their number in Rin1-Abl PPI inh, ascending.
Compound	SKN-1 block	CSN inh	MT1-MMP act inh	Neddyl block	NadD block	PABP1 MLLE inh	Rin1-Abl PPI inh	Rpn11 inh
O=C(CSCc1ccc(F)cc1)NC1CCCC1	-3	-1	2	i	-4	-7	-3	i
COc1cccc(/C=C/c2ccncc2)c1OC	-32	-1	-4	i	-7	5	0	i
COc1ccc(CC(=O)OCC(=O)c2c(N)n(C)c(=O)n(C)c2=O)cc1OC	-10	4	-1	i	3	-11	1	i
